# M4 PAM = positive allosteric modulators of human muscarinic M4 receptor; P08173; CHO-K1 hM4/Gqi5, Fluo-8 calcium fluorescence, ACh EC20; 0% = ACh EC20, 100% = maximal ACh; activation, % at 3 µM; hit rate 0.4% among 360,000;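 active means activation above its plate's cutoff, the mean activation of sample wells plus 3 SD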; further: some results filed as inactive read as strong as hits
# Target sequence (P08173 whole entry, looked up): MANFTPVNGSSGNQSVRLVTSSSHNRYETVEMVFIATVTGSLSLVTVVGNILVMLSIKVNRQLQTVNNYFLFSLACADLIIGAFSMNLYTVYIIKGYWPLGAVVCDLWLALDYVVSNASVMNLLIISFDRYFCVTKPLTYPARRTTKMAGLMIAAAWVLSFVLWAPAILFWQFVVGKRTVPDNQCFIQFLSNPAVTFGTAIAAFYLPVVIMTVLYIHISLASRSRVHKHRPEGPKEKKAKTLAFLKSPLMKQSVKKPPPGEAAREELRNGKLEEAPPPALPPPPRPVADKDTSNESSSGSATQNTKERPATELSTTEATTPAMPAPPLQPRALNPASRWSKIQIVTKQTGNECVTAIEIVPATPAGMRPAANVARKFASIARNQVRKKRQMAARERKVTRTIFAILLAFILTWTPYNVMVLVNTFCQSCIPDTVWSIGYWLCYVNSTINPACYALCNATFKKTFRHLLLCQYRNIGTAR
# M4 ag = CHRM4 agonism in calcium assay. P08173. hit rate 0.14% among 360,000. CHO-K1 hM4/Gqi5, Fluo-8 calcium fluorescence; vehicle 0%, full acetylcholine response 100%. AID 624127. activation, % at 3 µM;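 active means activation above the run mean over all test wells plus 3 SD, cut at about 32% in these data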;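 further: peak over basal fluorescence ratio per well then scaled between controls; 0% = DMSO wells and 100% = acetylcholine at EC100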
# M5 PAM = CHRM5 positive allosteric modulation | CHO-K1 hM5, Fluo-8 calcium, ACh EC20 PAM; 0% = ACh EC20, 100% = ACh EC100 | hit rate 0.3% among 360,000 | AID 624038 | activation, % at 3 µM | P08912;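 active means activation above the run cutoff, the mean activation of all test compounds plus 3 SD, cut at about 18% in these data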
# Target sequence (P08912 whole entry, looked up): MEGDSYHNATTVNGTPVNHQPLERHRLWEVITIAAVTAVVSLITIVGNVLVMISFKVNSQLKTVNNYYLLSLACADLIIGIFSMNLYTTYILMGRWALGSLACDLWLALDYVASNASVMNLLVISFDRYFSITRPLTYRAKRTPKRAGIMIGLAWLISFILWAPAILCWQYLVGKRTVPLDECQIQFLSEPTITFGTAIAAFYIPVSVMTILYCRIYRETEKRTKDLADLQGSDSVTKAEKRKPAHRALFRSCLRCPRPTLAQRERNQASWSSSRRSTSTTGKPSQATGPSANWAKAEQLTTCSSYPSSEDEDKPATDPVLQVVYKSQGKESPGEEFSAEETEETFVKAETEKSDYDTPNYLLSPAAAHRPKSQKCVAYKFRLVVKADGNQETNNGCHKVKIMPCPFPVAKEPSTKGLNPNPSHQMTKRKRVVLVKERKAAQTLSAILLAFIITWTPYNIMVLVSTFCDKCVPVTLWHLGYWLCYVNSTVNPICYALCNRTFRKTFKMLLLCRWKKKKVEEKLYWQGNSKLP
#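 Assay system: CHO-K1 hM5 cells / Incubation: Fluo-8 loading 80 min at 37 °C plus 30 min room temperature / Technique: Fluo-8 calcium dye fluorescence, kinetic read / Repeats: single replicate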
# CHRM5 antagonist = antagonists of human muscarinic M5 receptor (CHRM5); inhibition, % at 3 µM; AID 624040; hit rate 0.59% among 360,000; P08912; CHO-hM5 cells, Fluo-8 calcium fluorescence, ACh EC80;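 active means inhibition above a per-plate cutoff, the mean of that plate's test compounds plus 3 SD, cut at about 27% in these data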;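 further: 0% = acetylcholine EC80 with DMSO and 100% = DMSO without agonist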
# M4 antag = CHRM4 antagonism in calcium assay | P08173 | CHO-hM4 cells, ACh EC80, Fluo-8 calcium fluorescence | inhibition, % at 3 µM | hit rate 0.73% among 360,000;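 active means inhibition above its plate's cutoff, the mean inhibition of sample wells plus 3 SD, cut at about 27% in these data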;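 further: 0% = acetylcholine EC80 with DMSO and 100% = DMSO without agonist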
# CHO-K1 Ca antag = nonselective inhibitor or artifact in parental CHO-K1 cells | ATP-induced calcium, Fluo-8 fluorescence | inhibition, % at 3 µM | hit rate 0.6% among 360,000 | AID 602250;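 active means inhibition above a per-plate cutoff, the plate's mean sample inhibition plus 3 SD, cut at about 24% in these data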;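 further: 0% = DMSO plus EC80 ATP and 100% = DMSO alone without ATP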
# CHRM5 agonist = CHRM5 agonism in calcium assay. hit rate 0.19% among 360,000. activation, % at 3 µM. P08912. CHO-K1 hM5 cells, Fluo-8 calcium fluorescence; 0% DMSO wells, 100% maximal acetylcholine response;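 active means activation above the run's mean over test compounds plus 3 SD, cut at about 23% in these data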;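 further: signal is peak over basal fluorescence ratio across the kinetic read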
# M1 ag parental = nonselective activator or artifact in parental CHO-K1 cells | AID 602248 | Fluo-8 calcium fluorescence; scaled to maximal ATP response, vehicle zero | hit rate 0.48% among 360,000 | activation, % at 3 µM; in the data active means activation above about 15%;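 further: untransfected CHO-K1 host cells lacking M1 receptor as counterscreen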
# M1 PAM parental = M1 PAM counterscreen hit in parental CHO-K1 cells. hit rate 0.02% among 360,000. ATP EC20, Fluo-8 calcium fluorescence; 0% at ATP EC20, 100% at ATP max. activation, % at 3 µM. AID 602247;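 active means activation above the run cutoff, the mean activation of all test compounds plus 3 SD, cut at about 40% in these data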;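 further: peak over basal fluorescence ratio in a 140 s read after ATP addition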
# * hit, by the source's call; & = joins results of further samples.
# Start of the listing, in advance (3 entries):
SMILES,M4 PAM,M4 ag,M5 PAM,CHRM5 antagonist,M4 antag,CHO-K1 Ca antag,CHRM5 agonist,M1 ag parental,M1 PAM parental
CCOC(=O)N1CCN(C(=O)C(C)n2nc(C)n3c(cc4sccc43)c2=O)CC1 (configuration not stated),1,0,0,6,3,-17,-3,0.0,14
CC(NC(=O)c1ccc(F)cc1)C1CC2CCC1C2 (configuration not stated),1,0,1,12,-1,-10,-5,-0.9,15
COc1cccc(CN2CC(C(=O)NCCn3cccn3)CCC2=O)c1 (configuration not stated),9,1,-2,5,-25,-15,-3,0.3,7

# Results, repeating the preview:
SMILES,M4 PAM,M4 ag,M5 PAM,CHRM5 antagonist,M4 antag,CHO-K1 Ca antag,CHRM5 agonist,M1 ag parental,M1 PAM parental
CCOC(=O)N1CCN(C(=O)C(C)n2nc(C)n3c(cc4sccc43)c2=O)CC1 (configuration not stated),1,0,0,6,3,-17,-3,0.0,14
CC(NC(=O)c1ccc(F)cc1)C1CC2CCC1C2 (configuration not stated),1,0,1,12,-1,-10,-5,-0.9,15
COc1cccc(CN2CC(C(=O)NCCn3cccn3)CCC2=O)c1 (configuration not stated),9,1,-2,5,-25,-15,-3,0.3,7
N#CCCN(CCC#N)C(=O)COc1ccc(Cl)cc1Cl,-4,0,5,0,8,-5,-3,0.6,14
CCOC(=O)/C(C#N)=C\c1ccc(N2CCN(C/C=C/c3ccccc3)CC2)cc1,-12,5,-10,3,2,1,-2,5.3,13
C#CCNC(=O)C1=C[C@@H](c2ccc(Br)cc2)C[C@@H](OCCCCO)O1,5,1,3,6,-5,-10,0,0.2,2
CCN1C(=O)/C(=C2/C=Cc3cc(C)ccc3N2CC)N(C)C1=S,3,1,-8,5,2,-10,-2,0.3,10
Cc1ccc(-n2c(C)cc(/C=N/NC(=O)c3ccc(CN4CCOCC4)cc3)c2C)cc1,-4,0,10,-8,2,-2,-3,0.7,6
O=C(/C=C/c1ccccc1F)N1CCN(c2ccccn2)CC1,3,4,-4,5,2,2,0,0.8,2
CCc1cccc2c1NC(=O)[C@]21[C@@H]2C(=O)N(Cc3ccccc3)C(=O)[C@@H]2[C@@H]2CCCN21,-6,4,-5,2,-5,-15,3,1.6,17
COC(=O)c1cccc(NC(=S)Nc2cc(Cl)ccc2OC)c1,0,2,-7,-8,-7,1,-1,1.0,12
O=C(Oc1ccc(Br)cc1)c1cccc(S(=O)(=O)N2CCOCC2)c1,-4,8,-4,5,-23,-10,-2,3.6,-11
Fc1c(F)c(F)c(CSc2nc3ccccc3[nH]2)c(F)c1F,-5,-1,-4,1,-5,-7,-3,1.2,10
Cc1ccc2nc(N(CCCN(C)C)C(=O)c3ccc(S(=O)(=O)N4CCc5ccccc5C4)cc3)sc2c1,0,13,-6,2,-10,-1,-2,8.7,10
Cc1ccc(OCC(=O)N/N=C/c2cc([N+](=O)[O-])ccc2N2CCCCC2)cc1,2,0,4,-6,-4,-7,0,-0.1,19
COc1ccc(-c2nc3ccc(Cl)cn3c2Cc2ccccc2C(F)(F)F)cc1OC,-4,0,-9,6,5,18,-1,-0.5,-3
Cc1ccc(SCCN2C(=O)NC(C)(C)C2=O)cc1,2,1,4,1,0,-12,3,0.5,11
COc1ccccc1/C=C/CN1CCSCC1,-1,0,2,-2,0,-4,-13,0.9,16
O=C(NCCC(c1ccccc1)c1ccccc1)c1cnccn1,11,1,8,-7,-11,5,-3,0.6,11
COc1ccc(Cl)cc1NC(=O)c1nc2nc(C)cc(C(F)F)n2n1,0,1,1,-2,5,-13,3,0.0,-7
COCO/C=C(\NC(C)=O)c1ccccc1,7,1,11,-4,-6,-19,5,0.7,-15
CCc1ccc(C2C(C(C)=O)=C(C(=O)OC)Nc3nnnn32)cc1 (configuration not stated),11,1,7,-1,-7,5,0,0.1,-4
COc1ccc(N2CC(NC(=O)NCCC(C)C)CC2=O)cc1 (configuration not stated),18,1,3,3,8,-4,-2,0.2,15
Cc1ccc(NC(=O)CC2=NC(=O)C(CC(=O)Nc3ccccc3F)S2)cc1 (configuration not stated),-10,1,-1,4,1,-10,4,0.1,8
CCN(CC)C(=O)C1=C(C)N(Cc2ccccc2)C(=O)C(CC(=O)NCCCN(C)C)C1 (configuration not stated),-1,-1,0,5,-14,20,0,-0.3,-11
# Further records.
SMILES,M4 PAM,M4 ag,M5 PAM,CHRM5 antagonist,M4 antag,CHO-K1 Ca antag,CHRM5 agonist,M1 ag parental,M1 PAM parental
CC(=O)Nc1ccc(NC(=O)c2ccc([N+](=O)[O-])cc2Cl)cc1,4,2,1,-10,-2,-10,-1,8.7,12
CC1(C(=O)NCc2cccs2)CCN1CCc1ccccc1 (configuration not stated),4,1,-2,5,-11,-5,-4,-0.2,1
Cc1cnc(C)c(Nc2nc(C(N)Cc3ccc(C(F)(F)F)cc3)cs2)n1 (configuration not stated),0,21,4,7,-2,-9,3,6.0,19
N#Cc1cn(CC(=O)N2CCc3ccccc3C2)c2ccccc12,5,4,2,-4,5,-11,1,2.6,15
CCC(O)(CC)C(=O)N/N=C/c1cc(Br)cc(Br)c1O,1,2,0,4,-17,-17,-2,1.8,0
O=C(NCc1ccncc1)[C@@H]1CCCN1C(=O)[C@@H]1CCCN1C(=O)c1ccccc1Cl,3,2,3,-3,-3,-16,1,0.4,5
O=C(Nc1ncccc1O)c1ccc(NS(=O)(=O)c2ccc3[nH]c(=O)[nH]c3c2)cc1,2,0,-1,7,1,-8,-1,1.3,-6
COC(=O)CCC(=O)N1CCCC(C(=O)c2cc(F)ccc2F)C1 (configuration not stated),1,0,-2,16,-3,-4,-1,0.2,13
O=C(COc1ccccc1Cl)N1CCCCCCC1,-4,0,6,-11,3,-10,6,0.5,4
COc1cc(SC#N)ccc1N=Cc1c(C)[nH]n(-c2ccc(C)cc2C)c1=O,-1,2,6,1,6,-3,1,0.8,10
COC(=O)c1ccc(C)c(NC(=O)c2c(-c3ccccc3)noc2C)c1,9,0,3,-5,-11,-13,-2,0.9,22
COc1ccc(CN2C(=O)C(Cc3ccccc3)Nc3ncnc(N4CCOCC4)c32)cc1 (configuration not stated),14&0,17&3,3&-2,5&-5,-3&-15,-12&6,1&3,0.3&0.5,19&4
CCOC(=O)c1cc2c(c(CSc3nc4ccccc4c(=O)n3Cc3ccco3)c1)OCOC2,-4,1,-8,6,22,-3,-6,0.0,3
Cc1cccc(NC(=O)c2ccc3ccccc3n2)c1C,15,-1,4,-4,-13,17,0,-0.1,-4
CCOc1ccccc1N1CCN(C(=O)c2cc(S(=O)(=O)N3CCCCC3)ccc2C)CC1,-4,21,-22,11,5,5,4,6.3,-15
O=C(c1ccc2ccccc2n1)N1CCN(c2ccccc2O)CC1,-2,3,-1,21,-1,-15,2,0.6,5
CCOc1cc(/C=C2/SC(=S)N(CC3CCCO3)C2=O)ccc1O (configuration not stated),-3,6,1,-5,-10,3,18,3.3,5
O=C(CCC(=O)N1CCN(S(=O)(=O)c2ccccc2)CC1)c1ccc(Br)cc1,2,4,4,6,6,6,6,0.1,-13
COc1ccc(NC(=O)CC2S/C(=N\c3nccs3)N(C)C2=O)cc1 (configuration not stated),0,8,-11,5,-7,-3,1,3.1,15
N#CCC(=O)N1CCn2c1nc1ccccc12,-4,1,1,2,2,8,-2,7.8,8
COc1ccccc1NC(=O)c1cccc(S(=O)(=O)N2CCN(c3ccccc3)CC2)c1,-4,2,-3,0,3,-16,0,0.1,15
Cc1cc2n(n1)C(c1ccccc1)CC(c1ccc(Br)cc1)=N2 (configuration not stated),-8,7,0,2,-1,-1,2,2.9,14
Cc1cc(=O)oc2cc(OC(C)C(=O)Nc3nccs3)ccc12 (configuration not stated),-4,1,-2,1,2,1,0,0.5,7
O=C(NCCCN1CCOCC1)c1ccc(Sc2ccccc2Cl)c([N+](=O)[O-])c1,-14,6,-5,1,14,-10,-4,2.6,25
CNC(=O)CN1C(=O)c2ccccc2S1(=O)=O,-4,0,3,3,8,6,2,0.4,12

# Single records (already shown):
# Shown for COC(=O)c1ccc(C)c(NC(=O)c2c(-c3ccccc3)noc2C)c1 : M4 PAM: 9; M4 ag: 0; M5 PAM: 3; CHRM5 antagonist: -5; M4 antag: -11; CHO-K1 Ca antag: -13; CHRM5 agonist: -2; M1 ag parental: 0.9; M1 PAM parental: 22
# Shown for COc1ccc(NC(=O)CC2S/C(=N\c3nccs3)N(C)C2=O)cc1 (configuration not stated) : M4 PAM: 0; M4 ag: 8; M5 PAM: -11; CHRM5 antagonist: 5; M4 antag: -7; CHO-K1 Ca antag: -3; CHRM5 agonist: 1; M1 ag parental: 3.1; M1 PAM parental: 15
# Shown for O=C(COc1ccccc1Cl)N1CCCCCCC1 : M4 PAM: -4; M4 ag: 0; M5 PAM: 6; CHRM5 antagonist: -11; M4 antag: 3; CHO-K1 Ca antag: -10; CHRM5 agonist: 6; M1 ag parental: 0.5; M1 PAM parental: 4

# The main list resumes with the five entries that preceded the break.
SMILES,M4 PAM,M4 ag,M5 PAM,CHRM5 antagonist,M4 antag,CHO-K1 Ca antag,CHRM5 agonist,M1 ag parental,M1 PAM parental
COc1ccccc1NC(=O)c1cccc(S(=O)(=O)N2CCN(c3ccccc3)CC2)c1,-4,2,-3,0,3,-16,0,0.1,15
Cc1cc2n(n1)C(c1ccccc1)CC(c1ccc(Br)cc1)=N2 (configuration not stated),-8,7,0,2,-1,-1,2,2.9,14
Cc1cc(=O)oc2cc(OC(C)C(=O)Nc3nccs3)ccc12 (configuration not stated),-4,1,-2,1,2,1,0,0.5,7
O=C(NCCCN1CCOCC1)c1ccc(Sc2ccccc2Cl)c([N+](=O)[O-])c1,-14,6,-5,1,14,-10,-4,2.6,25
CNC(=O)CN1C(=O)c2ccccc2S1(=O)=O,-4,0,3,3,8,6,2,0.4,12
COc1ccc(N2CCN(C(=O)c3ccc(COc4ccc5c(C)cc(=O)oc5c4)cc3)CC2)cc1,-7,5,-10,10,-2,-5,1,2.6,16
CC(C)OC(=O)C1=C2SCC(=O)N2C(N)=C(C#N)C1,-2,0,3,2,6,-4,-1,0.7,16
O=C(COc1ccc2ccc(=O)oc2c1)NCCCN1CCCC1=O,0,0,5,-18,6,-4,0,0.3,-9
CC(OC(=O)c1ccc2c(=O)n3c(nc2c1)CCC3)C(=O)NC1CCCCC1C (configuration not stated),8,2,-1,2,1,-4,0,0.5,3
CCn1c(SC)nnc1-c1sc2cc(Cl)ccc2c1Cl,13,-1,7,-1,11,5,-8,1.1,4
CN(C)CCCNC(=S)N(CCN(C)C)Cc1cc2cc3c(cc2[nH]c1=O)OCCO3,0,1,-1,6,-3,-14,2,0.2,3
O=C(CSc1nc(O)c(C2CCCCC2)c(=O)[nH]1)Nc1ccc(F)cc1,-2,2,2,3,6,-9,-1,2.5,4
O=C(COc1ccccc1Cl)Nc1cccnc1,-3,1,-2,2,11,-13,-1,1.5,15
COc1cc(F)ccc1-c1cc(C(=O)NCc2ccc(C(F)(F)F)cc2)[nH]n1,-7,13,3,-6,-4,-17,5,3.4,4
Cc1cccc(Nc2n[nH]c(=S)s2)c1C,-7,2,1,-1,4,-5,3,0.9,12
